# High-throughput results: PubChem, several laboratories
# DSG3 Ab inh – blocks pemphigus antibody binding to human desmoglein-3; P32926; DSG3-coupled beads, scFv-anti-DSG3-GFP binding, flow cytometry; active compounds read low; binding (percent of control), % at 10 µM; actives 0.48% (n = 310,000);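 active = binding more than 3 SD below its plate's average and above zero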;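 note: hits lower antibody fragment binding to DSG3; some compounds called inactive have numbers as strong as hits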
# Target sequence (P32926 whole entry, looked up, the tested form may be a part): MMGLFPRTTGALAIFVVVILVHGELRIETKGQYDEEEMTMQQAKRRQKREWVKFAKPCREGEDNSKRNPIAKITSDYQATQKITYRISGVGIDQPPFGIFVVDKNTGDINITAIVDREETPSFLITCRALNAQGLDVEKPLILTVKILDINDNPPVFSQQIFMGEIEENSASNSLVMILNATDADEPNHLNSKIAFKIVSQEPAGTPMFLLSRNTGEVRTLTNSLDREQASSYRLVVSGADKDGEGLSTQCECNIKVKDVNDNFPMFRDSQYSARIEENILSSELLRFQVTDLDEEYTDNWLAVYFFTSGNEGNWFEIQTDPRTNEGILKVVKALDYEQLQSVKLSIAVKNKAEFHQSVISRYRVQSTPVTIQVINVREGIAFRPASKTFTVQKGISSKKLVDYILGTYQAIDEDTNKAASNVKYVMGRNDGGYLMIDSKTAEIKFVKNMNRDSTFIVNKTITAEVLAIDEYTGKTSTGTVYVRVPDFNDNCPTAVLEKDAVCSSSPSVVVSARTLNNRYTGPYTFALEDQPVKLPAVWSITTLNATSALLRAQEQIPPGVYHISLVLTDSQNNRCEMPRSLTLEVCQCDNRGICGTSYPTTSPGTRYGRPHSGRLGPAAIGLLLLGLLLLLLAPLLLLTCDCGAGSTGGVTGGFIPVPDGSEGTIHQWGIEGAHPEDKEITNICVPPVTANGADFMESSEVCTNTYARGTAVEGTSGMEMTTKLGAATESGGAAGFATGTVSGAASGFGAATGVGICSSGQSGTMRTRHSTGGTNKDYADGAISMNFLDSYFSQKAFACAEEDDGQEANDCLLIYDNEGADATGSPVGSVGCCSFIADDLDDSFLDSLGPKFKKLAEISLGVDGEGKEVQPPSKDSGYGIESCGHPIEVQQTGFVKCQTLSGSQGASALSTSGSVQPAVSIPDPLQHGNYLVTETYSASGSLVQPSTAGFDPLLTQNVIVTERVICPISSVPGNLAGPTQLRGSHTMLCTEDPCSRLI
# V-ATPase pH – regulators of yeast V-ATPase proton transport; S. cerevisiae, pHLuorin cytosolic pH fluorescence; response, % at 10 µM; AID 504577; actives 0.37% (n = 350,000); in the data active = response mostly above about 7.3%, no sharp cut-off; inactive = mostly below about 5.4%; note: actives read high; inactives centre near 0; some compounds called inactive have numbers as strong as hits; reference of the scale not given here
# Keap1 Nrf2 FP – disrupts human Keap1 binding to Nrf2 peptide; actives 0.15% (n = 340,000); Keap1 Kelch-Nrf2 peptide fluorescence polarization, 1536-well; AID 504523; inhibition, % at 9.4 µM; in the data active = inhibition above about 12%;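 note: human Keap1 Kelch domain with fluorescein labeled Nrf2 9mer peptide probe; 0% = neutral control wells and 100% = peptide positive control; higher means more block of Keap1 binding to Nrf2 peptide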
# OPRM1-OPRD1 ag – OPRM1-OPRD1 heterodimerization agonism; cells, luminescence; activation, % at 9.3 µM; actives 0.3% (n = 340,000); in the data active = activation above about 18%;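 note: 0% = vehicle-treated cells and 100% = reference agonist; values of inactives mirror those of a sister screen read the other way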
# Cardiac RTF inh – cardiac RTF calcium desensitization | P19429+P45379 | IANBD-labeled cardiac RTF, Ca2+ fluorescence | inhibition, % at 7.15 µM | actives 0.12% (n = 340,000);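 active = inhibition above the mean inhibition of all tested compounds plus 3 SD, cut at about 17% in these data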;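 note: assay run at fixed EC70 calcium of 1.6 mM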
# RTF Ca sens act – increases calcium sensitivity of human cardiac regulated thin filaments; P19429+P45379; IANBD-labeled TnC RTF fluorescence at EC20 calcium; 0% EC20 calcium, 100% full calcium; activation, % at 7.2 µM; actives 0.24% (n = 340,000);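 active = activation above the mean over all tested compounds plus 3 SD, cut at about 30% in these data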;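 note: rise in fluorescence read as greater calcium sensitivity of cardiac thin filaments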
# C-LANA FP – blocks KSHV LANA C-terminal domain binding to DNA | MBP-C-LANA/FAM-LBS DNA binding, fluorescence polarization | inhibition, % at 9 µM | actives 0.078% (n = 340,000) | AID 504423;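 active = highest replicate inhibition at or above 60% at 9 µM, even if other replicates fall short; inactive = all replicates below 60% inhibition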;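 note: 0% = neutral control wells and 100% = 4 µM acridine orange control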
# Arrestin-AP2 inh – human beta-arrestin and AP2 interaction inhibition | FITC-arrestin peptide / GST-AP2 beads, flow cytometry; AP2 beta2 appendage carries R879A mutation | actives 0.31% (n = 340,000) | AID 504490 | inhibition, % at 10 µM;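 active = inhibition above a set limit, near 3 SD of compounds lacking own fluorescence, cut at about 54% in these data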;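 note: plate controls were DMSO wells for no effect and 5 µM unlabelled arrestin peptide for full effect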
#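 System: GST-AP2 R879A glutathione beads; medium: PBS, Tween 20 0.05%, BSA 0.1%; reagent: fluorescein-tagged arrestin peptide at 50 nM final; schedule: pre-incubation 12 min, peptide binding 1 h, room temperature; detection: flow cytometry, FL1 (488/535 nm); read-out: inhibition as reduced fluorescein signal on beads, percent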
# MOR-DOR inv ag – inverse agonist of human OPRM1-OPRD1 heterodimerization; P35372+P41143; AID 504357; actives 0.21% (n = 340,000); inhibition, % at 9.3 µM; cell-based MOR-DOR heterodimer luminescence, inverse agonism; in the data active = inhibition above about 22%, passing the limit was not always enough;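 note: 0% = cells with DMSO and 100% = wells without cells with DMSO; values of inactives mirror those of a sister screen read the other way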
# Wnt bcat act – activates Wnt/beta-catenin signaling in a reporter cell assay | activation, % at 9.35 µM | activator, plate reader | actives 1.2% (n = 300,000); in the data active = activation above about 30%, passing the limit was not always enough;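 note: 0% = neutral control wells and 100% = positive control wells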
# * marks the source's active call; other numbers are inactive results; nt = no result given. Rows were taken by chance (roughly 3.1% active in at least one column).
SMILES,DSG3 Ab inh,V-ATPase pH,Keap1 Nrf2 FP,OPRM1-OPRD1 ag,Cardiac RTF inh,RTF Ca sens act,C-LANA FP,Arrestin-AP2 inh,MOR-DOR inv ag,Wnt bcat act
CCc1ccc(N=C2N=C(N)c3ccccc32)cc1,109.9,-2.2,-2.3,-0.3,1.4,-3.4,0.0,-6.1,1.6,-3.1
CCOc1cc(NC(=S)NCC2CCCO2)c(OCC)cc1NC(=O)c1cccc(C)c1 (centres undefined),nt,-0.7,-1.7,0.2,2.6,-3.5,-0.7,9.9,-0.9,-6.5
CCN(C(=O)CSc1nnc(-c2ccco2)n1CC)c1c(N)n(Cc2ccccc2)c(=O)[nH]c1=O,103.8,0.8,-3.3,-2.6,-7.6,0.9,-1.6,8.0,11.0,2.3
Cc1ccc(S(=O)(=O)N[C@H](C(=O)OCC(=O)NC(=O)NCc2ccco2)C(C)C)cc1,100.5,-1.9,2.8,0.1,-2.9,-6.6,0.1,-0.7,-0.8,-3.8
CN(C)C(CNC(=O)c1cc(S(=O)(=O)N2CCOCC2)ccc1F)c1cccs1 (centres undefined),97.2,-2.4,-3.9,1.3,3.4,-1.1,-0.8,2.1,-5.1,-2.8
CC1O[C@@H](O[C@H](C)CC[C@@H](C)O)C(O)C[C@H]1O (some centres undefined),100.2,10.1,6.7,-0.1,-15.5,7.2,1.4,19.4,0.8,-2.2
O=C(NC(=S)N1CCN(C/C=C/c2ccccc2)CC1)c1cccnc1,108.8,-2.4,-5.1,-2.6,0.6,7.3,-0.1,23.6,13.0,-3.9
CC1=CCC2C(=O)N(c3ccc(Br)cc3C)C(=O)C2C1 (centres undefined),nt,5.5,1.0,-2.3,3.6,-2.2,-1.1,3.2,14.2,nt
CCn1c(SCC(=O)Nc2ccc(N(C)C)cc2)nnc1-c1cccc(C)c1,111.1,-0.2,0.0,-1.8,0.0,-0.7,1.3,29.7,10.6,nt
COc1ccc(C(CNS(=O)(=O)c2ccc(F)cc2)N2CCN(C)CC2)cc1 (centres undefined),102.6,-2.0,-2.5,0.7,-10.2,9.6,0.1,47.2,-4.4,1.8
CCOC(=O)C1CCN(c2c(NCCN(CC)c3ccccc3)c(=O)c2=O)CC1,87.4,-0.3,0.2,-1.3,-12.5,0.5,1.1,-4.7,6.5,1.4
COC(=O)[C@]1(C)N[C@H](CN(C)C(=O)C2CCCCC2)[C@@H]2C(=O)N(C)C(=O)[C@@H]21,107.7,-1.8,-0.9,-3.5,-6.5,-6.5,0.3,22.0,16.1,-2.4
CC(C(=O)Nc1ccc2c(c1)OCO2)N(c1ccc(Cl)cc1)S(C)(=O)=O (centres undefined),114.3,-2.2,-2.8,0.2,2.0,2.9,0.1,-9.2,-1.4,1.8
CCOC(=O)NN1C(=O)c2ccccc2NC1c1ccc(OC)c(OC)c1 (centres undefined),nt,5.1,-2.7,-1.2,-7.5,3.8,1.2,-11.8,5.8,-1.9
S=C(NCc1ccc(Cl)c(Cl)c1)NCc1ccco1,97.5,0.3,-5.3,5.0,-4.2,-2.5,-0.6,-7.0,-26.1,-4.6
CCOc1cc(/C=N/NC(=O)COc2nc(C)cc(COC)c2C#N)ccc1O,81.6,1.0,0.3,0.5,-8.9,-2.0,0.3,-6.7,-3.5,-1.0
CC1CCC2(CC1)NC(=O)N(CC(=O)N(Cc1ccccc1)C(C)(C)C)C2=O (centres undefined),102.2,-2.1,2.1,1.8,-10.5,-1.7,0.1,-12.7,-6.9,-1.2
O=C(c1ccncc1)c1ccc(N2CCN(C3CC(=O)N(Cc4cccs4)C3=O)CC2)cc1 (centres undefined),93.7,-1.0,-2.3,0.2,-5.0,0.3,-1.9,-6.8,-1.0,-3.4
CN1C(=O)C(CC(=O)NC2CCCCC2)N(C)C1=O (centres undefined),113.4,2.0,-4.1,-2.1,1.7,-4.1,-0.6,3.6,9.9,-0.9
CCCN(CCC)C(=O)c1cc(S(=O)(=O)N2CCCCC2)c[nH]1,97.7,1.1,0.2,-3.6,-2.1,-1.2,1.6,19.3,18.8,-2.5
CC(=O)N1c2ccc(S(=O)(=O)N3CCC(C(=O)Nc4cccc(C)c4C)CC3)cc2CC1C (centres undefined),85.6,-1.2,0.3,-1.4,11.1,-4.6,1.1,-1.9,7.0,-1.8
Cc1cccc(NC(=O)c2cc(S(=O)(=O)N3CCCC3)cn2C)c1,98.6,1.6,4.4,-1.5,-3.2,2.6,-0.3,16.1,8.8,-4.6
COc1ccc(N2CCC(CNS(=O)(=O)c3cccc(C(F)(F)F)c3)C2)cc1 (centres undefined),106.6,-0.7,0.7,3.2,-3.7,4.4,0.4,19.5,-18.5,nt
Cc1ccccc1C(=O)N(C)Cc1ccccc1,102.5,-2.5,-2.4,0.6,-1.6,-3.0,-2.0,12.2,-3.6,nt
COC(=O)C1=NN(C(=O)c2ccc(Br)cc2)C(O)(C(C)(C)C)C1 (centres undefined),nt,0.0,-5.7,1.5,5.5,18.4,0.1,11.6,-7.0,1.2

# The list continues:
SMILES,DSG3 Ab inh,V-ATPase pH,Keap1 Nrf2 FP,OPRM1-OPRD1 ag,Cardiac RTF inh,RTF Ca sens act,C-LANA FP,Arrestin-AP2 inh,MOR-DOR inv ag,Wnt bcat act
Cc1c(Cl)c([N+](=O)[O-])nn1Cc1ccc(C(=O)Nc2ccc(Cl)cn2)o1,83.4,-2.2,-0.5,-0.8,-7.8,-3.6,-0.7,1.0,4.3,nt
C/C(=N\OCC(=O)NC(C)C)c1cccs1,106.6,-0.2,-3.7,3.3,-11.3,9.0,1.7,-5.6,-17.9,-2.7
CCOC(=O)c1c(/N=C/N(C)C)sc(C=O)c1-c1ccccc1,109.6,nt,-2.1,-0.7,1.6,-4.9,0.5,-13.3,4.7,nt
CCN(CC)S(=O)(=O)c1ccc(S(=O)(=O)Nc2c(C)nn(C)c2C)cc1,95.6,-2.8,0.0,-1.4,-0.7,-1.0,1.4,-7.7,8.9,-3.2
CC(=O)Nc1ccc(Br)c(Cl)c1,nt,2.6,-1.7,-2.3,-1.5,11.6,0.6,1.9,11.3,-0.8
Cc1ccc(S(=O)(=O)NCC(c2ccccc2)N2CCN(CCC#N)CC2)cc1 (centres undefined),103.3,0.1,-4.9,-1.2,-4.0,4.9,0.7,0.6,6.5,-2.1
CC12CCC(C(=O)N(NC(=O)c3ccccc3Cl)C1=O)C2(C)C (centres undefined),91.8,-0.8,0.4,-1.0,-16.9,-7.5,-0.3,-7.5,7.1,-2.2
O=C(CSc1nnc(Nc2ccccc2)s1)NCCN1C(=O)CSC1=O,103.5,-2.8,-1.7,0.1,-7.1,-1.5,-0.1,-2.9,-0.4,nt
COc1ccc(-c2nnc(SCCOc3cccc(C)c3)n2N)cc1,114.2,4.4,-2.3,-1.9,-31.8,-2.6,-1.7,-0.5,11.2,-2.9
COc1ccc(OC)c(NC(=O)Nc2ccc3[nH]ccc3c2)c1,103.9,-1.1,nt,nt,nt,nt,nt,-3.5,nt,8.9
CCOC(=O)N1CCN(c2c(NCCCN(C)c3ccccc3)c(=O)c2=O)CC1,102.3,6.9,0.2,0.1,-3.3,-3.1,0.0,3.7,-0.6,-1.8
Cc1occc1C(=O)NC1CCCCCC1,nt,8.0,-4.0,-1.3,-3.4,1.0,0.3,-5.4,5.3,-0.1
CCCCOC(=O)Cn1c(=O)c2c(nc3n2CCCCN3c2ccc(C)cc2)n(C)c1=O,85.0,0.8,-2.9,1.7,2.8,-4.8,-1.3,6.7,-7.0,-2.2
CC(=O)N1CCN(C(=O)c2cccc(S(=O)(=O)Nc3ccc(C)cc3)c2)CC1,97.2,2.9,1.6,-1.9,-12.3,-1.8,-0.7,0.8,10.4,-1.7
CC(C)(C)NCc1ccc(OCc2cccs2)cc1,100.7,0.2,4.9,-1.0,-5.3,-4.3,1.7,2.5,5.1,-0.5
S=C1NC(c2ccccc2)=NCN1c1ccc(Cl)cc1,99.8,-3.6,-0.3,-3.6,0.4,-3.1,-0.8,16.7,21.4,1.0
O=C(/C=C/c1ccccc1)NNC(=O)c1cccnc1,106.9,-5.5,-1.7,1.4,-8.3,6.4,-1.3,7.8,-8.2,7.8
CCOC(=O)c1ccc(Nc2ccc(-c3ccc(OC)c(OC)c3)nn2)cc1,85.6*,5.0,-0.6,4.8,-3.9,0.9,0.0,12.5,-27.6,nt
CN1CCN(C(=O)c2ccc(-c3ccc(Br)cc3)o2)CC1,nt,-0.8,6.0,0.8,-5.8,0.7,0.0,5.2,-3.0,23.0
CC(=O)c1ccc(N2CCN(S(=O)(=O)c3ccc(-c4cnc(C5CC5)o4)cc3)CC2)cc1,107.1,-3.2,0.6,-2.5,0.3,-2.5,-1.9,13.8,12.9,nt
CN(C)CCCNc1cc(-c2ccccc2)nc2cc(-c3cccc(F)c3)nn12,121.9,-4.3,-0.6,1.6,-9.3,-4.4,0.2,3.7,-7.6,-3.8

# Molecules from the list above that contain a furan ring, fused or not:
SMILES,DSG3 Ab inh,V-ATPase pH,Keap1 Nrf2 FP,OPRM1-OPRD1 ag,Cardiac RTF inh,RTF Ca sens act,C-LANA FP,Arrestin-AP2 inh,MOR-DOR inv ag,Wnt bcat act
CCN(C(=O)CSc1nnc(-c2ccco2)n1CC)c1c(N)n(Cc2ccccc2)c(=O)[nH]c1=O,103.8,0.8,-3.3,-2.6,-7.6,0.9,-1.6,8.0,11.0,2.3
Cc1ccc(S(=O)(=O)N[C@H](C(=O)OCC(=O)NC(=O)NCc2ccco2)C(C)C)cc1,100.5,-1.9,2.8,0.1,-2.9,-6.6,0.1,-0.7,-0.8,-3.8
S=C(NCc1ccc(Cl)c(Cl)c1)NCc1ccco1,97.5,0.3,-5.3,5.0,-4.2,-2.5,-0.6,-7.0,-26.1,-4.6
Cc1c(Cl)c([N+](=O)[O-])nn1Cc1ccc(C(=O)Nc2ccc(Cl)cn2)o1,83.4,-2.2,-0.5,-0.8,-7.8,-3.6,-0.7,1.0,4.3,nt
Cc1occc1C(=O)NC1CCCCCC1,nt,8.0,-4.0,-1.3,-3.4,1.0,0.3,-5.4,5.3,-0.1
CN1CCN(C(=O)c2ccc(-c3ccc(Br)cc3)o2)CC1,nt,-0.8,6.0,0.8,-5.8,0.7,0.0,5.2,-3.0,23.0

# 2 consecutive records already listed:
SMILES,DSG3 Ab inh,V-ATPase pH,Keap1 Nrf2 FP,OPRM1-OPRD1 ag,Cardiac RTF inh,RTF Ca sens act,C-LANA FP,Arrestin-AP2 inh,MOR-DOR inv ag,Wnt bcat act
S=C1NC(c2ccccc2)=NCN1c1ccc(Cl)cc1,99.8,-3.6,-0.3,-3.6,0.4,-3.1,-0.8,16.7,21.4,1.0
O=C(/C=C/c1ccccc1)NNC(=O)c1cccnc1,106.9,-5.5,-1.7,1.4,-8.3,6.4,-1.3,7.8,-8.2,7.8
